Screening results (PubChem)
LMPTP block – LMPTP phosphatase inhibitors, primary screen, biochemical, fluorescence intensity, uHTS | Low molecular weight phosphotyrosine protein phosphatase (Homo sapiens), P24666 | recombinant LMPTP-A, OMFP fluorogenic substrate | inhibition, % at 20 µM | actives 0.22% (n = 360,000) | AID 651560, 2012;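 active = compounds that cut the enzyme signal by at least half of the control window in the single-dose screen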;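 note: plate controls were DMSO wells with enzyme plus substrate for no effect and substrate without enzyme for full effect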
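Buffer or medium: Bis-Tris pH 6.0, DTT, detergent; Assay system: LMPTP-A enzyme; Quantity: 0.625 nM enzyme; Detection: endpoint fluorescence intensity; Times: 50 min dark incubation at room temperature; Controls: substrate-only low control, DMSO enzyme-plus-substrate high control; Doses: single 20 µM dose; Read-out: percent inhibition versus substrate-only and uninhibited controls; Reagent: 400 µM OMFP.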
Scp-1 inhibitor – Scp-1 phosphatase inhibitors, primary screen, biochemical, colorimetric, uHTS. Carboxy-terminal domain RNA polymerase II polypeptide A small phosphatase 1 (Homo …. Recombinant Scp1, phosphopeptide, malachite green phosphate absorbance. inhibition, % at 20 µM. actives 0.88% (n = 340,000);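 active = inhibition above about 50% at 20 µM, limit read from the data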;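 note: plate controls were DMSO wells with enzyme for no effect and wells lacking enzyme for full effect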
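assay system = SCP-1 phosphatase catalytic domain, residues 76-261 | buffer or medium = 50 mM Tris acetate pH 5.5, 0.005% Tween-20, 10 mM MgCl2 | incubation = enzyme reaction 45 min at room temperature, colour 5 min, stabilisation 30 min | signal = Phosphate-binding colour reagent, absorbance read at 630 nm | measure = % inhibition at 20 µM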
NadD block – inhibitors of S. aureus NadD, primary screen, biochemical, colorimetric, uHTS. purified NadD enzyme, colorimetric absorbance read-out. actives 0.78% (n = 360,000). AID 602399, 2012. inhibition, % at 20 µM; in the data active = inhibition above about 26%; note: some compounds past the cut are filed as inactive
NRP1-CendR mod – modulators of CendR peptide binding to NRP-1, primary screen, biochemical, fluorescence polarization, uHTS. FAM-RPARPAR peptide binding to NRP-1. actives 0.85% (n = 360,000). inhibition, % at 25 µM;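 active = inhibition or corrected inhibition above about 18%, plus a signal ratio from 0.5 to 1.5, limit read from the data, passing the limit was not always enough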; note: strong numbers were not always called active
Target sequence (O14786 whole entry, looked up): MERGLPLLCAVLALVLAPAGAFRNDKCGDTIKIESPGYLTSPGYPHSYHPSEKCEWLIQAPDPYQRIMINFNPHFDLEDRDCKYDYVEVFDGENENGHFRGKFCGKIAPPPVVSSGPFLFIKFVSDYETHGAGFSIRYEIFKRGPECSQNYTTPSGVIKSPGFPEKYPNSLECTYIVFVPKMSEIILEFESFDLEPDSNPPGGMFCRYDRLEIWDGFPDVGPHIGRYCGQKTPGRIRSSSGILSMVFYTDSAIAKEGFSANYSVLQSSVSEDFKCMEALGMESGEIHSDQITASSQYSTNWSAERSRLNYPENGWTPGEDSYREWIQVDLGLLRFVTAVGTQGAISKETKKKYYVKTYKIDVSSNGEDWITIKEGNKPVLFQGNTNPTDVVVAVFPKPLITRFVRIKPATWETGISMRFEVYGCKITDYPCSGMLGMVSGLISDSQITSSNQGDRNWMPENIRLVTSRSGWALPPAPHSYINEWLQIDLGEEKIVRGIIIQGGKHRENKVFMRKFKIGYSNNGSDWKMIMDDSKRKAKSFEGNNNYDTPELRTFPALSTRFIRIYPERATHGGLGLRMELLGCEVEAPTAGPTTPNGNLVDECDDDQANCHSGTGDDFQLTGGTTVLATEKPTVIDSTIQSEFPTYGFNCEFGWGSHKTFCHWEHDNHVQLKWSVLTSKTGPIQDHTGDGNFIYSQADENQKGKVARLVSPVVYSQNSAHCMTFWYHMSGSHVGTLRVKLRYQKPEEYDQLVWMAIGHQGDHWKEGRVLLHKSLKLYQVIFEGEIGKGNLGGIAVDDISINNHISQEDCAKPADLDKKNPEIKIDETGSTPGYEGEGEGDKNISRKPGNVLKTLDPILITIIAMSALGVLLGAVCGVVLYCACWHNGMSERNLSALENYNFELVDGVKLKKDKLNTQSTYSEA
STEP block – STEP phosphatase inhibitors, primary screen, biochemical, fluorescence intensity, uHTS | AID 588621, 2011 | Tyrosine-protein phosphatase non-receptor type 5 (Homo sapiens), P54829 | recombinant STEP, OMFP fluorogenic substrate | actives 0.25% (n = 360,000) | inhibition, % at 20 µM;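 active = inhibition at 20 µM, scaled per plate between control wells, above about 37%, limit read from the data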;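 note: 0% = DMSO with enzyme and substrate and 100% = substrate only without enzyme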
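System: STEP (striatal-enriched tyrosine phosphatase) enzyme, cell-free; medium: Bis-Tris pH 6.0 buffer with DTT, detergent; dosing: 20 µM, 1% DMSO; times: reaction 20 min, ambient temperature; detection: fluorescence, 480/540 nm; read-out basis: normalized % inhibition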
SUMO1 PPI mod – modulators of SUMO1 protein-protein interactions, primary screen, biochemical, uHTS; inhibition, % at 20 µM; actives 0.33% (n = 360,000); SUMO1 binding to a labelled peptide, TR-FRET, 1 h; Small ubiquitin-related modifier 1 (Homo sapiens), P63165; in the data active = inhibition above about 37%
Target sequence (P63165 whole entry, looked up): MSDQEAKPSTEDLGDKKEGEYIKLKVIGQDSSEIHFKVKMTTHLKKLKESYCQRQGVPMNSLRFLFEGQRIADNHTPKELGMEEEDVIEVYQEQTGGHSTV
SKN-1 block – suppressors of acrylamide-induced Pgst-4::GFP reporter in worms, primary screen, SKN-1 inhibitor project, whole organism, uHTS, GFP/RFP fluorescence ratio, strain VP596. C. elegans VP596 Pgst-4::GFP/RFP ratio, 24 h. inhibition, % at 21.8 µM. actives 0.49% (n = 360,000). AID 624304, 2012;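 active = interference check ratio from 0.5 to 1.5 plus GFP to RFP signal ratio inhibition reaching or exceeding a fixed threshold, cut at about 30% in these data, passing the limit was not always enough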; note: some compounds called inactive have numbers as strong as hits
MT1-MMP act inh – blockers of MT1-MMP proenzyme processing, primary screen, HT1080 RFP-PRO-GFP cells, GFP/RFP fluorescence | GFP/RFP ratio fluorescence, overnight; percent of plate control window, DMSO zero | actives 0.061% (n = 360,000) | GFP/RFP ratio change, % at 20 µM;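 active = GFP/RFP ratio change of at least 30% with cell ATP level not reduced by more than half and red fluorescence within 50% of control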; note: strong numbers were not always called active
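system = RFP-PRO-GFP reporter HT1080 cells | dosing = 20 µM single dose, 1% DMSO | timing = overnight cell settling, then overnight compound exposure, 37 °C, 5% CO2 | read-out basis = GFP/RFP fluorescence ratio | controls = DMSO and RFP-L50D-GFP cell wells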
Rpn11 block – Rpn11 (PSMD14) deubiquitinase inhibitors, primary screen, biochemical, fluorescence polarization, uHTS | actives 0.59% (n = 360,000) | 26S proteasome non-ATPase regulatory subunit 14 (Homo sapiens), O00487 | calls only at 20 µM | human 26S proteasome, Ub4-pepOG fluorescence polarization; 20S core pre-blocked with epoxomicin | AID 588493, 2011;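 active = inhibition at 20 µM, scaled to each plate's controls, above about 33%, limit read from the data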
DNMT1 block – human DNMT1 methyltransferase inhibitors, primary screen, biochemical, molecular beacon, fluorescence, HinP1I cleavage, uHTS; DNA (cytosine-5)-methyltransferase 1 (Homo sapiens), P26358; actives 0.83% (n = 360,000); AID 588458, 2011; inhibition (reported as % activation of signal), % at 10 µM; in the data active = inhibition above about 50%
* = called active by the depositor; i = inactive; . = not tested or not shown.

SMILES	LMPTP block	Scp-1 inhibitor	NadD block	NRP1-CendR mod	STEP block	SUMO1 PPI mod	SKN-1 block	MT1-MMP act inh	Rpn11 block	DNMT1 block
CCCCCC1=CCC/C1=N\NC(=O)c1ccc2c(c1)OCO2	0.0	-9.6	-5.1	-18.0	-1.7	-4.8	-7.7	6.7	i	1.7
O=C(CSc1nncn1-c1cccnc1)Nc1ccccc1[N+](=O)[O-]	-1.3	3.7	-2.4	-5.2	1.1	-23.8	5.2	-1.0	i	-2.4
COc1cc2nc(CN3CCN(S(=O)(=O)c4ccccc4)CC3)[nH]c(=O)c2cc1OC	0.2	-2.0	-2.1	-3.0	2.1	6.4	26.6	-2.8	i	0.4
O=C(c1ccc(-c2ccccc2Cl)s1)N1CCOCC1	-2.5	-11.3	-6.7	34.6*	-0.1	-12.3	2.0	0.5	i	-0.6
Cc1ccc(CNC(=O)CN2C(=O)COc3ccc(C)cc32)cc1	-0.5	0.4	1.4	1.9	6.2	1.3	-31.3	1.4	i	-2.9
CSc1ccccc1C(=O)C1CCCN(Cc2cnn(-c3ccccc3)c2)C1 (configuration not stated)	1.0	-1.2	-1.6	-9.8	-1.4	-1.1	6.0	5.9	i	-1.8
COc1ccccc1CNCC(O)(c1ccc(Cl)cc1)c1ccc(Cl)cc1	1.7	2.1	4.3	7.3	2.0	2.4	18.0	-9.6	i	11.6
CC(C)CC(CO)N1CCN(C(=O)c2ccc(C(C)(C)C)cc2)CCC1=O (configuration not stated)	-0.2	-2.3	-2.1	3.3	-1.9	4.9	-15.6	-0.1	i	5.1
CCC(C)(C)n1nnnc1C(c1ccccn1)N1CCOCC1 (configuration not stated)	-1.4	-2.5	6.2	17.2	-6.1	-1.6	5.4	5.6	i	0.7
COc1ccccc1Nc1nc(-c2cccnc2)cs1	1.6	-2.2	4.4	11.5	1.1	-5.6	23.5	0.7	i	-0.2
Cc1cccc(-c2nc3ccccc3c(=O)[nH]2)c1	-0.5	-10.0	-3.8	-28.3	0.8	0.0	5.7	0.8	i	-3.0
O=C(CCC(=O)OCCCC(F)(F)C(F)(F)F)Nc1ccc(Cl)cc1Cl	2.5	-6.4	-0.4	-7.5	11.4	-0.6	14.2	16.8	i	-3.5
Brc1csc(/C=N/Nc2nc3ccccc3s2)c1	1.4	-0.9	11.9	4.6	0.7	-2.5	17.1	-11.9	i	-6.4
CCN(CC)P(=O)(c1ccccc1)c1c(C)nc2ccccn12 (configuration not stated)	0.1	-9.3	2.0	-10.0	2.2	5.3	0.0	1.5	i	2.2
CCC1=NN2C(=N)/C(=C\c3cccn3-c3ccc(Cl)cc3)C(=O)N=C2S1	3.0	-3.1	14.1	-14.9	-1.4	-16.8	13.6	-1.6	i	4.4
O=C1/C(=C/c2cccc([N+](=O)[O-])c2)CSc2ccc(Cl)cc21	2.0	-3.8	-2.6	-8.8	0.5	-0.7	-7.1	-6.6	i	1.4
Cc1cccc(NC(=O)CSc2nc3nc(C)cc(C)c3c(=O)[nH]2)c1	-3.7	-9.4	-0.9	3.8	1.2	7.0	6.2	1.8	i	0.3
COc1ccc2c(c1)nc(SCC(=O)C(C)(C)C)n2C	-0.3	-0.4	0.0	4.6	0.8	3.7	-8.0	0.0	i	4.0
Fc1ccccc1COc1ccc2ccccc2c1CNc1nn[nH]n1	-0.1	-6.7	7.7	4.9	0.5	-13.1	-6.0	0.3	i	0.6
O=C(OCc1csc(-c2ccccc2)n1)c1ccccc1O	2.6	-10.4	-4.7	8.0	10.3	-1.6	-6.6	-1.2	i	0.2
COc1ccc(CNC(=O)CSc2cccc3cccnc23)cc1	-1.7	-6.2	-4.3	-5.7	1.1	-5.4	-3.4	2.4	i	0.4
CSc1nc2nc3c(cc2c(=O)n1-c1ccccc1C)CCCC3	-0.2	-4.3	-0.3	-12.3	1.3	2.7	1.1	-9.8	i	0.6
O=C(CN1CCN(C2CCCCC2)CC1)Nc1cccc2ccccc12	-2.6	-8.9	2.2	9.0	4.8	-2.5	7.4	-5.8	i	0.7
COc1ccc(-c2cc(C(=O)NC(Cc3c[nH]c4ccccc34)C(=O)O)c(C)o2)cc1OC (configuration not stated)	0.6	-7.3	6.7	-15.3	-2.6	12.8	-11.9	1.8	i	-4.8
COC(=O)Cc1cc(=O)oc2c(C)c(O)ccc12	-2.2	-6.4	-7.1	-6.2	2.3	-0.7	8.5	-3.9	i	-0.6

Some of these compounds in order of the NadD block value, rising.
canonical_smiles | NadD block
O=C(CSc1nncn1-c1cccnc1)Nc1ccccc1[N+](=O)[O-] | -2.4
Cc1cccc(NC(=O)CSc2nc3nc(C)cc(C)c3c(=O)[nH]2)c1 | -0.9
COc1ccc2c(c1)nc(SCC(=O)C(C)(C)C)n2C | 0.0

Continued:
SMILES	LMPTP block	Scp-1 inhibitor	NadD block	NRP1-CendR mod	STEP block	SUMO1 PPI mod	SKN-1 block	MT1-MMP act inh	Rpn11 block	DNMT1 block
O=C(O)/C(=C\c1ccc(Br)cc1)c1ccc(S(=O)(=O)N2CCCCC2)s1	0.5	25.6	7.4	1.1	-1.9	-1.1	12.5	1.6	i	15.1
Cc1nn(C)c(C)c1S(=O)(=O)Nc1ccc2c(c1)OCO2	1.4	-6.7	6.4	-1.2	0.5	4.7	-9.9	2.4	i	-11.3
Cn1nc(C(=O)OCC(=O)Nc2ccc(F)cc2Cl)c2ccccc2c1=O	-1.5	-9.6	5.6	-26.6	0.8	-10.8	-2.0	-0.8	i	9.1
CCNc1nc(NCC)n2c(SCC(=O)Nc3c(C)cccc3C)nnc2n1	3.5	20.6	2.2	0.4	-1.6	11.1	-1.7	-1.2	i	6.8
COc1cc(CNCc2ccccn2)ccc1OCc1c(Cl)cccc1Cl	-0.3	0.2	-2.0	-6.9	3.4	-1.2	12.0	0.6	i	-0.7
COC(=O)COn1c(SCC(=O)OC)nc2ccccc2c1=O	0.7	5.1	1.5	-9.1	-2.4	-6.0	1.0	-15.2	i	-2.5
O=C(NC1CCCCC1)C1CCC(CNS(=O)(=O)c2cccc3nsnc23)CC1 (configuration not stated)	1.2	-12.9	-0.7	-7.8	-1.2	-28.0	-15.7	0.2	i	2.7
COc1ccc(S(=O)(=O)Cc2ccc(C(=O)N3CCN(c4ccccn4)CC3)o2)cc1	0.0	-9.1	2.1	-3.7	-2.1	34.0	-2.4	0.3	i	-0.9
Cc1cc2c(=O)n(CC(=O)N3CCN(c4ccc(F)cc4)CC3)cnc2s1	-0.5	-10.4	-4.1	2.8	-2.5	0.6	-10.3	-0.8	i	1.2
Cn1c(C(=O)N2CCCC(C(=O)NCCCSC3CCCCC3)C2)cc2sccc21 (configuration not stated)	1.4	-4.5	-3.7	-2.2	1.4	1.3	14.2	4.0	i	-4.4
CCn1c(NC(=O)c2cccc(Cn3cc(Cl)cn3)c2)nc2ccccc21	3.3	-9.1	1.9	4.6	1.6	-6.8	0.7	0.0	i	-2.9
COc1ccc(N=Nc2c(-c3ccc(OC)cc3)[nH]oc2=O)cc1	0.8	-12.3	5.5	-12.3	-1.9	-2.4	18.6	4.3	i	-8.2
Cc1ccccc1OCC(=O)OCC(=O)Nc1cc(S(=O)(=O)N2CCCCC2)ccc1Cl	3.1	-9.5	-6.9	1.8	3.9	4.2	-1.7	8.4	i	-2.1
CC1=NCCN1S(=O)(=O)c1cc([N+](=O)[O-])ccc1Cl	0.8	-0.5	-3.7	1.3	2.0	-16.7	2.5	-3.8	i	-2.9
O=C(CSc1nccn1Cc1ccccc1)Nc1ccccc1	-0.3	1.0	1.3	5.1	0.9	-3.1	9.3	-1.8	i	-1.2
COc1ccc(C(=O)c2ccc(Br)cc2)c2ccccc12	5.6	-12.0	2.8	2.3	3.7	-18.1	-17.3	1.5	i	3.1
CC(C)(C)n1nnnc1C(c1ccc2ncccc2c1)N1CCSCC1 (configuration not stated)	-0.5	-2.5	2.2	3.5	-1.9	0.7	1.3	-0.2	i	-0.6
COc1ccc(NC(=O)N2CCN(CCC#N)CC2)cc1	-1.8	-1.9	1.7	-12.1	-0.5	1.7	-1.5	-0.2	i	-0.8
CC(=O)c1ccc(NC(=O)CSc2nnc(C3CC3)n2C2CC2)cc1	3.1	16.0	3.1	13.1	-1.5	4.0	3.0	-1.6	i	-9.5
CCNC(=O)C1(C)CCN(Cc2ccccc2-c2ccccc2)C1 (configuration not stated)	0.1	.	0.5	-7.3	-1.9	0.6	-9.3	-2.3	i	-0.9
c1ccc2c(c1)OCCOCCOCCOCCOc1ccccc1OCCOCCOCCO2	-0.2	0.7	-0.3	-1.0	-4.0	0.8	9.0	-2.4	i	1.8
O=C(O)C(Oc1ccc2c(-c3ccccc3)cc(=O)oc2c1)c1ccccc1 (configuration not stated)	-1.8	-9.0	-5.0	-0.9	-1.1	-15.8	-2.1	0.5	i	0.5
Cc1ccc(/C=C2\SC(=S)N(CCC(=O)NCCCN3CCOCC3)C2=O)cc1	0.2	-3.6	-8.3	8.7	-1.7	-34.5	-18.1	-1.1	i	-3.0
Cc1cccc(N2C(=S)NC3c4cc(Cl)ccc4OC2(C)C3C(=O)N(C)C)c1 (configuration not stated)	1.6	2.0	0.9	16.9	1.3	1.5	-0.6	-3.5	i	3.4
O=C(NC(=O)c1ccccc1)C1=C(N2CCCC2)COC1=O	-2.0	-3.0	-8.8	6.4	-1.2	0.0	2.6	3.6	i	4.1

Entries shown so far that contain a tert-butyl group, in the order listed:
SMILES	LMPTP block	Scp-1 inhibitor	NadD block	NRP1-CendR mod	STEP block	SUMO1 PPI mod	SKN-1 block	MT1-MMP act inh	Rpn11 block	DNMT1 block
CC(C)CC(CO)N1CCN(C(=O)c2ccc(C(C)(C)C)cc2)CCC1=O (configuration not stated)	-0.2	-2.3	-2.1	3.3	-1.9	4.9	-15.6	-0.1	i	5.1
COc1ccc2c(c1)nc(SCC(=O)C(C)(C)C)n2C	-0.3	-0.4	0.0	4.6	0.8	3.7	-8.0	0.0	i	4.0
CC(C)(C)n1nnnc1C(c1ccc2ncccc2c1)N1CCSCC1 (configuration not stated)	-0.5	-2.5	2.2	3.5	-1.9	0.7	1.3	-0.2	i	-0.6
